HKDC1 inh: inhibitors of human hexokinase HKDC1. Q2TB90. recombinant HKDC1, G6PDH/diaphorase resazurin coupled fluorescence. inhibition, % at 20 µM. actives 0.16% (n = 340,000);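 active = inhibition above about 35% when tested at 20 µM, limit read from the data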;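 note: plate controls were DMSO wells with enzyme for no effect and DMSO wells lacking enzyme for full effect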
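Assay system: recombinant HKDC1 hexokinase; detection: coupled resazurin fluorescence, excitation 525 nm, emission 613 nm; benchmarks: DMSO-plus-enzyme-mix negative control, buffer-substituted positive control; compound dosing: single 20 µM dose; schedule: 90 min at room temperature in dark; also added: glucose plus 1 mM ATP as hexokinase substrates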
mIAP act: increases mouse intestinal alkaline phosphatase activity; muIAP, CDP-Star luminescence, 30 min; stronger effect = higher value; 1 = vehicle-only enzyme signal, 0 = enzyme-free wells; activation factor at 10 µM; actives 0.24% (n = 330,000); AID 2805;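 active = activation factor of at least 2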; note: the source names both 10 and 20 µM as test concentration; values of inactives mirror those of a sister screen read the other way
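Assay system: mouse IAP enzyme / Compound: DMSO-dissolved test compounds / Timing: 30 min, room temperature / Measured by: luminescence from enzymatic CDP-Star hydrolysis / Control set: DMSO-only wells, enzyme-free buffer wells as negative control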
ATG4B inhibitor: ATG4B (human) cysteine protease inhibition; Q9Y4P1; ATG4B cleavage of LC3-PLA2, NBD-HPC fluorescence, 1 h; inhibition, % at 8.33 µM; actives 0.51% (n = 340,000); AID 504462; in the data active = inhibition above about 40%
Target sequence (Q9Y4P1 whole entry, looked up): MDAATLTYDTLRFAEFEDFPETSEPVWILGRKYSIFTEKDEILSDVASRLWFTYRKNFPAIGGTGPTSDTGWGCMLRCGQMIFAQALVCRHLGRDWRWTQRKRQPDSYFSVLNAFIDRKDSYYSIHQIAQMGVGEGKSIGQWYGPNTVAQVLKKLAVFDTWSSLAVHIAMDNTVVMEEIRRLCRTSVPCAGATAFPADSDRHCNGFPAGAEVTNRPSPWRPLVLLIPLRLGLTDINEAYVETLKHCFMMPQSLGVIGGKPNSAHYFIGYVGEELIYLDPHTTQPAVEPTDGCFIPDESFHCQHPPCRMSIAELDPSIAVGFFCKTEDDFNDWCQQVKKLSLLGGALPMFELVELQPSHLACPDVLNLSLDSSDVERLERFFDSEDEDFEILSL
hIAP inh: blocks human intestinal alkaline phosphatase | P09923 | purified IAP, CDP-Star luminescence, 30 min | inhibition, % at 10 µM | actives 0.12% (n = 330,000);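 active = inhibition reaching a set limit with compound at 10 µM in the primary screen, cut at about 35% in these data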;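 note: plate controls were DMSO wells with enzyme for no effect and no-enzyme buffer wells for full effect; values of inactives mirror those of a sister screen read the other way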
PfGluPho inh: PfG6PD (Plasmodium falciparum) enzyme inhibition. inhibition, % at 20 µM. actives 0.78% (n = 350,000). PfGluPho enzyme, NADPH resazurin-diaphorase fluorescence. AID 504690;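 active = inhibition reaching at least a set limit at 20 µM in the primary screen, cut at about 59% in these data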;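 note: 0% = DMSO wells with substrate and 100% = DMSO wells lacking glucose-6-phosphate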
mIAP block: blocks mouse intestinal alkaline phosphatase. purified mouse IAP, CDP-Star luminescence, 30 min. inhibition, % at 10 µM. actives 0.2% (n = 330,000). AID 2806;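 active = inhibition of at least 40% at 10 µM in the primary screen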;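 note: plate controls were DMSO with enzyme for no effect and no enzyme wells for full effect; values of inactives mirror those of a sister screen read the other way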
hIAP activ: increases human intestinal alkaline phosphatase activity; purified human IAP, CDP-Star luminescence, 30 min; stronger effect = higher value; 1 = vehicle-only enzyme, 0 = enzyme-free background; activation factor at 10 µM; actives 0.16% (n = 330,000); AID 2524;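 active = activation factor of the enzyme at least 2-fold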; note: the source names both 10 and 20 µM as test concentration; values of inactives mirror those of a sister screen read the other way
A3A deaminase: inhibitors of human APOBEC3A DNA deaminase. P31941. recombinant A3A, FAM/TAMRA ssDNA deamination fluorescence. inhibition, % at 20 µM. actives 0.41% (n = 330,000). AID 493011;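 active = at least 40% inhibition at 20 µM here, with at most 30% in a related deaminase screen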;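 note: plate controls were A3A with DMSO for no effect and wells lacking A3A enzyme for full effect; some results filed as inactive read as strong as hits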
Target sequence (P31941 whole entry, looked up): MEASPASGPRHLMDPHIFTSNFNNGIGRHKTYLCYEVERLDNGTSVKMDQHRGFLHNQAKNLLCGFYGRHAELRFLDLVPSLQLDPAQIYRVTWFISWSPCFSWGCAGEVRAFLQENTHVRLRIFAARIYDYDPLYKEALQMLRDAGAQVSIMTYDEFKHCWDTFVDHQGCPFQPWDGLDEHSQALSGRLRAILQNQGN
An asterisk follows results filed as active.

SMILES	HKDC1 inh	mIAP act	ATG4B inhibitor	hIAP inh	PfGluPho inh	mIAP block	hIAP activ	A3A deaminase
CC(C)C1CC(CCN)(Cc2ccccc2)CCO1 (configuration not stated)	-9	1	1	8	-1	-4	0.92	2
c1ccc(-n2ncc3c(NCc4cccs4)ncnc32)cc1	6	1.1	0	2	37	-8	0.98	1
Cc1cccc(Nc2ncnc(N)c2[N+](=O)[O-])n1	-5	0.95	-1	-5	-3	5	1.1	1
COc1ccccc1NC(=O)Cn1nc(Cc2cccnc2)c2ccccc2c1=O	-6	1.1	-7	-14	7	-9	1.1	-11
CCN(CC)CCCN=Cc1c(O)n(-c2ccccc2C)c(=O)c2ccccc12	-1	1	6	23	-8	-4	0.77	-1
CN(C)C(=O)CSc1nnc([C@H](Cc2c[nH]c3ccccc23)NC(=O)OC(C)(C)C)o1	-2	0.88	-7	7	14	12	0.93	-1
CCN(CCO)Cc1cc(=O)oc2cc3c(cc12)CCC3	4	0.93	-1	-3	7	7	1	-1
O=C(NCCCN1CCCC1=O)c1cccc(C(F)(F)F)c1	-3	0.95	4	-2	-12	5	1	1
CCCSc1nnc2n(C)c(=O)c3c4c(sc3n12)CCC4	6	1	-15	-23	8	-1	1.2	-7
COc1ccccc1-n1c(CNC(=O)c2ccccc2)nnc1SCC(=O)Nc1nnc(C)s1	-4	1.1	7	6	-14	-6	0.94	1
CC(Sc1nnc(C2CC2)n1-c1ccccc1)C(=O)N1CCNC1=O (configuration not stated)	-7	1	-2	-3	-10	-1	1	22
O=C(CSc1nnnn1-c1cccnc1)Nc1cccc(Cl)c1	-6	0.98	-5	13	8	2	0.87	1
O=C(COc1cc(Cl)c(Cl)cc1Cl)Nn1cnnc1	-2	1	-12	-3	-27	-1	1	-1
COc1cccc(-n2c(SCC(=O)NC3CCCC3)nnc2-c2ccco2)c1	3	1.1	-6	-1	1	-6	1	-7
CCOc1c2c(nc3ccc(Cl)cc13)CCC2	-9	1	-7	-9	-2	-1	1.1	3
Cc1cccc(NC(=O)N(Cc2cc3cc(C)ccc3[nH]c2=O)CC2COCCO2)c1 (configuration not stated)	-7	1	3	-12	-11	-2	1.1	-2
CC(C)c1c(C(=O)N/N=C/c2ccc(C(F)(F)F)cc2)nnn1-c1nonc1N	-4	1	10	-5	15	-1	1	-4
CCOC(=O)c1ccccc1NC1c2ccccc2C(=O)N1c1cc(C)ccn1 (configuration not stated)	1	0.99	-9	0	22	1	1	-9
COc1ccc(CCN(C)C2CCCN(S(=O)(=O)C(C)C)C2)cc1OC (configuration not stated)	-4	0.86	7	-26	22	14	1.3	-4
O=C1NCCN/C1=C\C(=O)c1cccc(Br)c1	-4	1	-9	5	-3	0	0.95	-4
CCn1c(C)nc2c(C)[n+](CC(=O)c3ccc(Br)cc3)ccc21	-7	0.99	-7	-9	1	1	1.1	0
NC(=O)CC(NC(=O)Cc1ccc(Br)cc1)c1ccc(N2CCC(N3CCCCC3)CC2)c([N+](=O)[O-])c1 (configuration not stated)	-5	0.96	-4	-9	11	4	1.1	-3
COc1cccc(-c2cc(C(=O)NCCCN3CCOCC3)no2)c1	-4	0.97	10	11	11	3	0.89	-3
CN(c1cccc(NC(=O)CN(c2cccc(Cl)c2)S(=O)(=O)c2ccccc2)c1)S(C)(=O)=O	-5	1.6	14	-22	12	-65	1.2	-1
Cc1ccc(OCCn2ccnc2)c([N+](=O)[O-])c1	-6	0.97	-5	-11	10	3	1.1	4
Cn1c(SCC(=O)NCC2CCCO2)nc2scc(-c3ccccc3)c2c1=O (configuration not stated)	-2	0.93	-11	-8	8	7	1.1	-2
CCc1nc(SCC(=O)NC2CCCC2)c2c(=O)n(C)c(=O)n(C)c2n1	-4	0.87	-6	-1	6	13	1	1
Cn1c(=NC(=O)CS(=O)(=O)c2ccccc2)sc2ccccc21	13	0.97	-4	6	5	3	0.94	1
Cc1ccc(CSc2ncnc3c2cnn3Cc2ccccc2)cc1	4	0.93	-1	8	-12	7	0.92	2
O=C(COc1ccccc1[N+](=O)[O-])N/N=C/c1ccc(OC(=O)c2ccco2)cc1	9	1.1	-5	8	-5	-6	0.92	5
NC(=S)c1ccc(C(N)=S)o1	-4	0.91	-3	-24	13	10	1.2	-3
COc1cccc(OCc2cc(C(=O)NCCc3cccc(C)n3)no2)c1	-3	1	13	-36	9	-1	1.4	0
Cc1ccc(NC(=O)Cc2nnc(SCC(=O)Nc3nncs3)n2C)cc1	-6	1.1	1	3	-12	-7	0.97	0
O=C(Oc1ccc(-n2cnnn2)cc1)c1ccccc1	-3	0.99	-1	5	4	1	0.95	2
Cc1cc(S(=O)(=O)Nc2ccc(C(=O)NCC(C)(C)N3CCOCC3)cc2)ccc1F	-7	0.95	1	-7	-9	5	1.1	1
CCC(C)c1ccc(S(=O)(=O)N2CCN(C(=O)COc3ccc4c(C)cc(=O)oc4c3)CC2)cc1 (configuration not stated)	-6	0.96	-31	8	-15	4	0.92	0
CCC(CC)NC(=O)c1cccc([N+](=O)[O-])c1C	4	0.9	-2	-1	12	10	1	8
CC1(C)CC2(C)OC(=N)C1(C#N)C2(C#N)C#N (configuration not stated)	-2	1	3	15	-13	-1	0.85	-2
O=C1O[C@H]([C@@H](O)CO)C(O)=C1O	-6	0.91	9	0	0	9	1	1
COc1ccc(C(C(=O)NC2CCCC2)N(Cc2cccnc2)C(=O)Cc2cccs2)c(OC)c1 (configuration not stated)	-8	0.98	-9	-6	0	2	1.1	-2
COc1ccc(OC)c(CNC(=O)c2nn(C)c3c2CS(=O)(=O)c2ccccc2-3)c1	-5	1	1	-27	9	0	1.3	-8
COc1ccc(CNC(=O)C2CCN(S(C)(=O)=O)CC2)cc1	-9	1	0	12	10	-2	0.88	-6
CC(C)/C=N\NC(=O)CCCCC(=O)N/N=C/C(C)C	-12	0.86	-6	13	-6	14	0.87	-3
O=C(Cc1ccccc1F)Nc1nc2ccccc2[nH]1	-4	1	9	-35	-1	0	1.4	-4
NNc1nc2ccc(Cl)cc2s1	13	0.92	1	9	14	8	0.91	2
Cc1ccc2c(c1)cc(CN(Cc1ccc3c(c1)OCO3)C(=O)c1cnccn1)c1nnnn12	0	1.1	-27	7	4	-5	0.93	0
Cc1cc(NC(=O)CCC(=O)N(c2ccccc2)C2(C(=O)NC3CCCCC3)CCCC2)no1	1	0.84	-10	-13	-18	16	1.1	2
Cc1nc(NCCc2ccc(F)cc2)c(C#N)c(C)c1[N+](=O)[O-]	-2	0.86	-4	6	-11	14	0.94	0
COc1ccc(-c2cnc3nc(/N=C/N(C)C)nn3c2/N=C/N(C)C)cc1	-10	0.97	-2	1	1	3	0.99	4
O=S(=O)(c1ccc(NC(=S)Nc2ccc(OC(F)F)cc2)cc1)N1CCOCC1	1	0.94	-11	-7	0	6	1.1	-4
Cc1ccc(CNC(C)(C)CO)cc1	-12	0.94	-6	4	2	6	0.96	-3
Cc1ccc(NC(=O)C2CC(=O)N/C(=N/N=C/c3ccco3)S2)cc1C (configuration not stated)	-15	0.84	3	-6	-14	16	1.1	4
O=C(NC1CCCCC1)c1cc(Cl)ccc1[N+](=O)[O-]	-8	1	1	13	19	-2	0.87	8
CCOc1ncccc1C(=O)Nc1nnc(C(CC)CC)s1	-3	1.1	-7	4	-4	-14	0.96	2
Cc1nccn1CC(O)COc1ccc([N+](=O)[O-])cc1 (configuration not stated)	-2	1.1	-1	-14	3	-11	1.1	-8
O=C(CSc1cccc2cccnc12)N1CCCC1	-39	1	1	-15	8	-2	1.1	0
O=C(Cn1cc(C(F)(F)F)cc(Cl)c1=O)NCCc1ccc(Cl)cc1Cl	3	0.94	17	-2	-8	6	1	3
NC(=S)N=Nc1c(O)n(CCCl)c2ccc(Cl)cc12	-5	0.73	-2	4	16	27	0.95	-1
CCCCN(C(=O)CC1OC(=O)c2ccccc21)c1c(N)n(CCCC)c(=O)[nH]c1=O (configuration not stated)	-4	0.92	7	22	-7	8	0.78	34
COc1ccc2ccccc2c1CN1CCN(C(=O)c2ccco2)CC1	-2	1	6	-12	-9	-4	1.1	-3
Other compounds follow.
SMILES	HKDC1 inh	mIAP act	ATG4B inhibitor	hIAP inh	PfGluPho inh	mIAP block	hIAP activ	A3A deaminase
Cn1cccc1C(=O)NC(=O)COC(=O)CCNS(=O)(=O)c1ccc(Cl)cc1	3	1	-8	-8	-12	0	1.1	4
CC(C)(C)c1ccc(S(=O)(=O)NCCc2ccncc2)cc1	-2	0.99	-12	-6	-3	1	1.1	0
CC(C)(C)NC(=O)c1ccc2c(c1)N(CC(=O)N1CCN(c3ccccc3F)CC1)C(=O)C(C)(C)O2	-7	1	-10	6	8	-1	0.94	-3
Cc1nc2ccc(-n3ccc(=O)cc3)cc2s1	-7	1	2	-13	6	-5	1.1	-3
NC(=O)COC(=O)/C=C/c1ccccc1[N+](=O)[O-]	-3	1.1	-10	6	2	-8	0.94	1
Cc1c(-c2n[nH]c(=S)n2-c2ccc(C(F)(F)F)cc2)nnn1-c1ccccc1	8	1	-4	7	33	0	0.93	-4
Cc1ccc(NC(=O)COc2ccccc2C(=O)Nc2ccccc2)cc1Cl	-4	1.2	-4	13	-11	-25	0.87	-1
Cc1nc2ccc(Cl)cc2nc(C)/c1=N\O	2	1	-11	6	60*	-1	0.94	-7

Two compounds picked at random from those above:
SMILES	HKDC1 inh	mIAP act	ATG4B inhibitor	hIAP inh	PfGluPho inh	mIAP block	hIAP activ	A3A deaminase
COc1ccccc1-n1c(CNC(=O)c2ccccc2)nnc1SCC(=O)Nc1nnc(C)s1	-4	1.1	7	6	-14	-6	0.94	1
O=C(COc1cc(Cl)c(Cl)cc1Cl)Nn1cnnc1	-2	1	-12	-3	-27	-1	1	-1

Structural class: those above containing a nitro group on carbon
SMILES	HKDC1 inh	mIAP act	ATG4B inhibitor	hIAP inh	PfGluPho inh	mIAP block	hIAP activ	A3A deaminase
Cc1cccc(Nc2ncnc(N)c2[N+](=O)[O-])n1	-5	0.95	-1	-5	-3	5	1.1	1
NC(=O)CC(NC(=O)Cc1ccc(Br)cc1)c1ccc(N2CCC(N3CCCCC3)CC2)c([N+](=O)[O-])c1 (configuration not stated)	-5	0.96	-4	-9	11	4	1.1	-3
Cc1ccc(OCCn2ccnc2)c([N+](=O)[O-])c1	-6	0.97	-5	-11	10	3	1.1	4
O=C(COc1ccccc1[N+](=O)[O-])N/N=C/c1ccc(OC(=O)c2ccco2)cc1	9	1.1	-5	8	-5	-6	0.92	5
CCC(CC)NC(=O)c1cccc([N+](=O)[O-])c1C	4	0.9	-2	-1	12	10	1	8
Cc1nc(NCCc2ccc(F)cc2)c(C#N)c(C)c1[N+](=O)[O-]	-2	0.86	-4	6	-11	14	0.94	0
O=C(NC1CCCCC1)c1cc(Cl)ccc1[N+](=O)[O-]	-8	1	1	13	19	-2	0.87	8
Cc1nccn1CC(O)COc1ccc([N+](=O)[O-])cc1 (configuration not stated)	-2	1.1	-1	-14	3	-11	1.1	-8
NC(=O)COC(=O)/C=C/c1ccccc1[N+](=O)[O-]	-3	1.1	-10	6	2	-8	0.94	1
